Compound activity: PubChem, several laboratories
IL1B cytotox: cytotoxicity in IL-1B stimulated HUVEC, primary screen, cytotoxicity control for IL-1B NFkB translocation project, imaging, Hoechst nuclear count, IL-1B stimulus. AID 845, 2007. cell count reduction, % at 2 µM. 94,000 compounds, 0.41% hits. HUVEC cell count loss;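 active = cell count reduction more than 3 SD above the screen-wide mean, cut at about 70% in these data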;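 note: normalized per plate to untreated control cells as the no-loss baseline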
Smad3 FoxH1 inh: Smad3/FoxH1 peptide binding inhibitors, primary screen, biochemical, TR-FRET. AID 630, 2007. inhibition, % at 25 µM. 88,000 compounds, 0.29% hits. Mothers against decapentaplegic homolog 3 (Homo sapiens), P84022. TR-FRET Smad3/Dy647-FoxH1 peptide binding, europium anti-His;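 active = compounds that reduce the energy-transfer binding signal between the protein and its labelled peptide by more than half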;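 note: 0% = Smad3 plus labelled peptide maximal FRET and 100% = peptide-only background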
Target sequence (P84022 whole entry, looked up): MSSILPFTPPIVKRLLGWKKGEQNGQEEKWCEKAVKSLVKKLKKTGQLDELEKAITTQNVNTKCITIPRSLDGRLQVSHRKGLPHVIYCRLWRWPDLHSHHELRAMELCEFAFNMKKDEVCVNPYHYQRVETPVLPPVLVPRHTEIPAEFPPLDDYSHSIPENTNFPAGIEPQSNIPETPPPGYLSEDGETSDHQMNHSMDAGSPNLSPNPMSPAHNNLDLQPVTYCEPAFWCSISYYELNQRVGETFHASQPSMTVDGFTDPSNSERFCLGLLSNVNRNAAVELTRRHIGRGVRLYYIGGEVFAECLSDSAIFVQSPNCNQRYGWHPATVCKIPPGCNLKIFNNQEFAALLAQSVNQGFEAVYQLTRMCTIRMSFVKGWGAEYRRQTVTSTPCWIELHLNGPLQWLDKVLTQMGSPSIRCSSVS
HUVEC prolif 384: inhibitors of HUVEC proliferation, primary screen, cell-based, 384-well | CellTiter-Glo luminescence, 72 h; active compounds read low | viability, % at 10 µM (by protocol) | 86,000 compounds, 1.1% hits | AID 648, 2007;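 active = viability at or below 30%; inactive = viability above 30%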;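 note: 100% = median luminescence of DMSO-only cell control wells on each plate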
F-actin modifier: modifiers of F-actin cytoskeleton organization, primary screen, imaging, HUVEC, phalloidin staining, high-content imaging. 91,000 compounds, 0.18% hits. inhibition, % at 2 µM. HUVEC TNFa F-actin phalloidin imaging;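 active = inhibition above the batch mean plus 3 SD and confirmed as a hit by visual image inspection, cut at about 30% in these data, passing the limit was not always enough; inconclusive = above the inhibition threshold but rejected on visual inspection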; note: strong numbers were not always called active
TNFa cytotox: cytotoxicity in TNFa-stimulated HUVEC, primary screen, cytotoxicity control for VCAM1 expression modulator project, imaging, Hoechst nuclei count. 93,000 compounds, 0.17% hits. cell count reduction, % at 2 µM. HUVEC TNFalpha-stimulated, Hoechst cell count;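 active = cell count reduction exceeding the screen mean by over 5 SD, scaled to untreated wells per plate, cut at about 78% in these data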;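 note: cells counted after 24 h of TNF alpha exposure following the 1 h pretreatment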
Pyk2 oligo antag: antagonists of Pyk2 self-association, primary screen, Q293 cells, FERM NanoBiT luminescence, HTS; active compounds read low; z-score (the deposit names both 25 µM and 10 µM); 99,000 compounds, 0.83% hits; AID 1347419, 2020;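 active = Z-score of -3 or lower, scaled per plate to the spread of control and sample wells; inactive = z-score above -3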;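 note: negative z-score means lost luminescence so less FERM oligomerization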
VCAM1 TNFa inh: inhibitors of TNFa-induced VCAM1 expression, primary screen, imaging, HUVEC, TNFa stimulus, immunofluorescence. inhibition, % at 2 µM. HUVEC TNFa-induced VCAM-1 immunofluorescence, high-content imaging. 95,000 compounds, 0.48% hits;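 active = inhibition above the batch mean plus 3 SD, with images confirmed as a hit by eye, cut at about 37% in these data; inconclusive = inhibition above that limit but hit not confirmed in images; inactive = inhibition not above that limit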;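 note: 0% = TNF-stimulated DMSO wells and 100% = unstimulated control wells; not every result past the cut was called active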
H69AR inhibit: proliferation blockers of H69AR lung cancer cells, primary screen, cell-based, human, 86K library; H69AR lung tumor viability, ATP luminescence, 72 h; active compounds read low; viability, % at 10 µM; 85,000 compounds, 6% hits; AID 598, 2007;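 active = viability at or below 40%; inactive = viability above 40%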;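 note: multidrug resistant small cell line overexpressing MRP-1 efflux transporter; 100% = mean luminescence of untreated control wells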
Lung fibro prol: antiproliferative effect on LL 47 fibroblasts – human, LL 47 cells, CellTiter-Glo luminescence, primary screen. 85,000 compounds, 1.1% hits. LL 47 human lung fibroblast viability, ATP luminescence; active compounds read low. viability, % at 10 µM. AID 719, 2007;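 active = viability at or below 50% in the single dose screen; inactive = viability above 50%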;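 note: compound exposure lasted 72 h before the ATP readout; 100% = median luminescence of untreated cell-only wells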
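Test system: LL 47 human lung fibroblasts; Quantity: 1,150 cells/well; Buffer or medium: IMEM plus 15% FBS; Dosing: tenfold compound dosing solution, DMSO at 0.1%; Timing: overnight cell rest, 72 h compound treatment at 37 °C; Detection: ATP-based CellTiter-Glo luminescent readout; Read-out basis: viability percentage against median untreated-cell control; Controls: cell-only wells, no compound.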
* = called active by the depositor; ? = inconclusive; / = not tested or not shown; [ ] = dose if it differs, or a comment. These rows are one share of the data. The share of hits here may be higher or lower than overall.

SMILES	IL1B cytotox	Smad3 FoxH1 inh	HUVEC prolif 384	F-actin modifier	TNFa cytotox	Pyk2 oligo antag	VCAM1 TNFa inh	H69AR inhibit	Lung fibro prol
COC(=O)c1ccc(Cl)c(NC(=O)CN2CCC(C)CC2)c1	-15	7	106	/	-16	-0.12	5	105	107
Cc1ccc(Oc2ccc(N)cc2)cc1	-14	8	70	-7	3	-0.53	13	79	92
O=C(Nc1ccccc1)OCN1C(=O)c2ccccc2C1=O	14	/	/	-33	-6	1.8	-4	/	/
COc1ccc(S(=O)(=O)NC(CC(=O)NCCc2ccccc2)c2ccco2)cc1 (stereo not drawn)	1	16[fluorescence artefact?]	89	/	-37	0.63	-2	96	94
COc1cc(-c2nc(-c3cccc(C)c3)no2)cc(OC)c1OC	-20	-4	109	-7	-2	-1.5	3	82	86
CCN(Cc1ccccc1)C(c1ccccn1)c1nnnn1C(C)(C)CC (stereo not drawn)	4	1	98	-3	-16	-1.3	26	84	101
COc1ccc(C(CNC(=O)C2CC(=O)N(Cc3ccc(C)cc3)C2)N(C)C)cc1 (stereo not drawn)	20	-3	102	5	-10	0.76	14	73	101
c1ccn2cc(CSC3=NCCS3)nc2c1	/	9[fluorescence artefact?]	107	/	/	-0.9	/	90	96
CCOC(=O)c1cnn(-c2cc(C)c3ccccc3n2)c1N	-12	-4	76	9	-37	1.1	2	80	83
CCC(=O)N1CCc2cc(S(=O)(=O)CCC(=O)Nc3cccc(F)c3)ccc21	2	3	115	-12	13	0.28	12	99	/
COC(=O)CCS(=O)(=O)c1nc(-c2ccccc2)cc(C(F)(F)F)n1	-4	-4	55	-6	-1	-2.5	33	1.4*	28*
Cc1sc2ncnc(NCC3CCCO3)c2c1C (stereo not drawn)	10	-10	120	1	-12	3.6	19	89	104
CC12CC(c3ccccc3O1)N(C(=O)c1ccco1)C(=O)N2c1ccccc1 (stereo not drawn)	/	-6	71	/	/	-0.52	/	100	/
O=S1(=O)CCN=C2SC3=C(CCCC3)N21	-9	11	99	42	-24	0.28	12	97	98
O=C(Cn1ncn2c(cc3ccccc32)c1=O)NCCC1=CCCCC1	8	10	82	/	12	-0.48	2	86	87
CC1(C)C(=O)Nc2ccccc2N1C(=O)COc1ncnc2ccccc12	8	0	107	-14	-13	-0.1	-3	93	105
O=C(Nc1ccc(N2CCOCC2)c(Cl)c1)c1ccccc1F	-6	10	110	6	-29	-0.21	0	56	103
COCc1nnc(NC(=O)c2ccc(NC(C)=O)cc2)s1	-4	-4	96	6	-10	-0.07	12	93	99
CCOC(=O)C1CCCN(c2nc3ccccc3nc2C(C#N)C(=O)OCCOC)C1 (stereo not drawn)	/	-1	25*	/	/	-0.98	/	75	54
CCc1[nH]nc2c1C(c1ccncc1)C(C#N)=C(N)O2 (stereo not drawn)	15	9[fluorescence artefact?]	106	-59	26	-0.1	2	90	106
Cc1cc(NC(=O)CSc2nnc(Cc3cccn3C)n2CCc2ccccc2)no1	/	-7	96	/	/	/	/	96	101
Cn1c(SCC(=O)NCCc2ccccc2)nnc1-c1ccncc1	-2	-6	96	19	-26	-0.7	7	95	110
CCn1c(N2CCN(C(=S)NCCc3ccccc3)CC2)nc2ccccc21	7	/	/	-24	9	-0.1	11	/	/
O=C(c1ccccc1)c1ccc(OCCn2cnc3ccccc3c2=O)cc1	-9	4	77	4	-13	0.9	6	93	86
COC(=O)C1=C(C)NC(=O)C1(NS(=O)(=O)c1ccc(NC(C)=O)cc1)C(F)(F)F (stereo not drawn)	37	-1	103	-1	2	0.61	1	98	99
O=C(O)c1cccc2cccnc12	5	6	112	4	-21	0.02	8	92	97
CC(C)(NO)/C(=N\O)c1ccc(Cl)cc1	-4	5	100	-6	-11	0.44	-6	97	103
Cc1ccc(-c2nc3cnccn3c2Nc2ccc3c(c2)OCO3)cc1	-22	12	78	-3	-26	/	7	25*	92
CC(C)(C)c1ccc(-c2conc2N)cc1	-29	5	100	-3	-6	-0.14	14	64	96
C=CCn1c(SCC(N)=O)nnc1-c1ccccc1O	/	7	95	/	/	1.5	/	94	99
COC(=O)Nc1nc2ccc(Sc3ccccc3)cc2[nH]1	/	11	39	/	/	/	/	17*	47*
Cc1cc(=O)[nH]c(N=N/C(=N/Nc2ccccc2C)c2ccccc2)n1	-9	-11	12*	-2	-5	0.26	-10	26*	24*
O=C(NC(Cc1ccccc1)C(=O)O)/C(=C\c1ccco1)NC(=O)c1ccc(Br)cc1 (stereo not drawn)	38	/	/	18	3	-0.22	0	/	/
CC(C)(C)CC(C)(C)NC(=S)Nc1ccc2nc(-c3ccccn3)c(-c3ccccn3)nc2c1	-39	/	/	-5	-25	-1.9	-3	/	/
C=CCn1c(SCc2ccc([N+](=O)[O-])cc2)nnc1C(C)NC(=O)c1ccccc1 (stereo not drawn)	-15	/	/	-12	-3	1.2	3	/	/
COc1cccc(OC)c1-c1nn2c(-c3cc(-c4ccccc4)n[nH]3)nnc2s1	-2	/	/	-44	-12	-3.1*	20	/	/
COc1cc(C2C(C(N)=O)=C(C)Nc3nc(CCCO)nn32)cc(OC)c1OC (stereo not drawn)	2	-5	99	5	-33	/	21	105	101
O=C(c1ccc(Cl)cc1)N1CCCOC1	-6	7	98	/	75	-0.27	100*	108	107
C=CCn1c(SC2CCOC2=O)nc2scc(C3CC3)c2c1=O (stereo not drawn)	-8	0	99	4	-18	3	-30	99	97
CCOC(=O)C1CCCN(c2ncnc3c2oc2ccccc23)C1 (stereo not drawn)	-41	3	92	8	-34	1.2	17	94	98
c1nc(N2CCCCCC2)c2[nH]cnc2n1	/	6	100	/	/	/	/	99	98
CC1CCN(C(=O)Cn2c(=O)n(CCc3ccccc3)c(=O)c3ccccc32)CC1	-46	-10	80	12	-16	-1.8	-41	44	84
COc1ccc(N2CCN(C(=O)c3cccc(Cn4cc(Cl)cn4)c3)CC2)cc1	2	/	/	6	6	-0.72	-18	/	/
COc1ccccc1CNS(=O)(=O)c1ccc(NC(C)=O)cc1	-14	6	92	-7	-20	0.48	3	103	93
COC(=O)c1nnn(CC(=O)Nc2cc(Cl)ccc2C)c1C(=O)OC	-38	9	110	8	-13	-0.7	19	95	108
CCCCOCCCNC(=O)c1c(-c2ccccc2)noc1C	22	-3	90	-20	-2	0.84	-29	102	106
O=C(c1ccco1)N1CCN(S(=O)(=O)c2ccc3c(c2)CCN3C(=O)C2CCC2)CC1	-6	-3	99	2	1	0.25	-21	91	110
Cc1cc(C)c(S(=O)(=O)N2CCN(C)CC2)c(C)c1	3	-3	108	7	-5	1.8	-2	101	95
CCOC(=O)c1cnc2c(ccc3ccccc32)c1NCCO	-3	7	66	9	-12	-2.1	-6	50	93
Cc1ccc(Nc2nc(-c3sc(NC(=O)c4ccccc4)nc3C)cs2)cc1	-16	/	/	14	-15	/	16	/	/
COCCN1C(=O)c2ccccc2C(C(=O)NCCCN2CCCC2)C1c1c[nH]c2ccccc12 (stereo not drawn)	/	0	90	/	/	/	/	89	88
C/C(=C\C(=O)c1ccc(F)cc1)NCc1ccc2c(c1)OCO2	6	/	/	8	-13	0.24	-13	/	/
CCC(=O)Nc1ccc(C(=O)OCc2ccccc2Cl)cc1	-6	/	/	-1	-10	-2.9	8	/	/
Cc1cc(NCCN2CCOCC2)n2ncc(-c3ccccc3)c2n1	14	10	96	-12	21	0.09	15	25*	93
O=C(c1ccc(Cl)c(Cl)c1)c1cc(-c2ccccn2)c(N2CCOCC2)s1	-12	/	/	/	-26	-1	8	/	/
Cc1cc(C)n(CC(O)Cn2c3ccc(Br)cc3c3cc(Br)ccc32)c(=O)n1 (stereo not drawn)	-6	-10	21*	4	3	-0.79	-8	92	96
C=CCc1cccc(Cl)c1OCCON1C(=O)CCC1=O	3	5	97	6	3	0.95	6	91	114
CCOC(=O)c1ccccc1NC(=O)CCNC(=O)Cn1cnc2ccccc2c1=O	17	14	103	-24	-28	0.19	20	100	102
CC(C)(C)C1=C[C@@H](CO)C[C@@H](CO)C1	2	/	/	8	-14	0	6	/	/
CN1CCN(c2nc3c(c(=O)n(C)c(=O)n3C)n2Cc2cccc3ccccc23)CC1	-29	-7	87	-2	-20	1.9	-18	91	101

(more compounds)
SMILES	IL1B cytotox	Smad3 FoxH1 inh	HUVEC prolif 384	F-actin modifier	TNFa cytotox	Pyk2 oligo antag	VCAM1 TNFa inh	H69AR inhibit	Lung fibro prol
CCC(=O)NC(=S)Nc1ccc(S(=O)(=O)NC(C)=O)cc1	0	/	/	7	-9	-0.03	9	/	/
CCOC(=O)c1cc2n(n1)C(C(F)(F)F)CC(C)N2 (stereo not drawn)	-28	6	86	-10	-5	0.44	-8	92	97
COc1ccccc1NC(=S)NNC(=O)c1ccc(Cl)cc1Cl	-26	-1	91	1	-26	-0.1	9	78	94
CCCC(=O)NC(=S)Nc1ccc(Cl)cn1	-4	/	/	6	-9	1.7	0	/	/
Cn1c(C(=O)OCC(=O)NCC2CCCO2)cc2sccc21 (stereo not drawn)	-11	4	91	1	-14	-0.36	10	86	100
O=C(CSc1ccc2ccccc2c1)Nn1cnnc1	7	-6	101	/	-26	-0.53	-4	78	104
c1ccc(-c2noc(CSc3nc4ccccc4o3)n2)cc1	-25	2	115	0	-24	-0.31	11	89	101
Cc1ccc(S(=O)(=O)NC(C)(C)CSc2nncn2N)cc1	-70	15[fluorescence artefact?]	97	9	-4	-0.18	18	/	98
COc1cccc(C(=O)CSc2nc3ccccc3n2CC(=O)N2CCOCC2)c1	/	8	101	/	/	-0.37	/	79	89
Cc1cc(C)cc(OCc2nnc(SCC(=O)N3CCN(c4ccccc4)CC3)o2)c1	-9	2	76	?	/	1.1	100*	93	92
O=C(N1CCOCC1)N1c2ccccc2CC(N2CCOCC2)c2ccccc21 (stereo not drawn)	26	-19	98	0	-26	0.84	-1	94	101
O=C(NCc1cccnc1)c1ccc(COc2ccccc2Br)o1	-3	-8	63	6	8	1.4	20	72	92
NC(=O)CSc1nnnn1CC(CC(=O)O)c1ccccc1 (stereo not drawn)	16	/	/	0	1	0.77	-7	/	/
COc1ccccc1CN(Cc1nc2ccccc2c(=O)[nH]1)S(=O)(=O)c1ccc2ccccc2c1	-22	0	74	-6	-6	-3*	20	44	85

Single records, from the list above. Values in the order: IL1B cytotox | Smad3 FoxH1 inh | HUVEC prolif 384 | F-actin modifier | TNFa cytotox | Pyk2 oligo antag | VCAM1 TNFa inh | H69AR inhibit | Lung fibro prol
COc1ccccc1CN(Cc1nc2ccccc2c(=O)[nH]1)S(=O)(=O)c1ccc2ccccc2c1 as listed: -22 | 0 | 74 | -6 | -6 | -3* | 20 | 44 | 85
CCCC(=O)NC(=S)Nc1ccc(Cl)cn1 as listed: -4 | / | / | 6 | -9 | 1.7 | 0 | / | /
O=C(N1CCOCC1)N1c2ccccc2CC(N2CCOCC2)c2ccccc21 (stereo not drawn) as listed: 26 | -19 | 98 | 0 | -26 | 0.84 | -1 | 94 | 101
